Anesthetic bind – binds horse apoferritin like a general anesthetic | apoferritin/1-aminoanthracene competitive binding, fluorescence | AID 485281 | P02791 | Potency, µM (series often up to 77.5 µM), for inactives: top-dose activity change, negative = displacement, hits mostly inhibitors | 350,000 tested, 0.074% active; note: potency is the fitted concentration of half-maximal effect; % is set by controls: 0 for no effect and ±100 for the full control effect; nearly all actives have a fitted effect of over 20% in size
Target sequence (P02791 2-175 limits assumed): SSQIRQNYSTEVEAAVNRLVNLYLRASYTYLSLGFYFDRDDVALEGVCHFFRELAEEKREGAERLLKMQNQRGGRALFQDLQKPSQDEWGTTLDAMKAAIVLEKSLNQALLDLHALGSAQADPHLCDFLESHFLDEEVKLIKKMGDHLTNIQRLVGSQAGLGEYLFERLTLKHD
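Concentration-response curves derived by four-parameter Hill fitting of normalized fluorescence, where compounds displaced 1-AMA from 10 uM horse apoferritin following a brief 10 min room-temperature incubation; propofol titration acted as positive control.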
APE1 inh – inhibitors of human APE1 endonuclease | P27695 | 350,000 tested, 0.35% active | Potency, µM (top dose mostly 65.8 µM), inactives show at the highest dose activity change, negative = inhibition, hits mostly inhibitors | recombinant APE1, TAMRA/BHQ-2 abasic DNA cleavage fluorescence;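 note: potency is the fitted concentration of half-maximal effect; plate controls were vehicle for no effect and reference inhibitor for full effect; nearly all actives have a fitted effect of over 55% in size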
Target sequence (P27695 whole entry, looked up): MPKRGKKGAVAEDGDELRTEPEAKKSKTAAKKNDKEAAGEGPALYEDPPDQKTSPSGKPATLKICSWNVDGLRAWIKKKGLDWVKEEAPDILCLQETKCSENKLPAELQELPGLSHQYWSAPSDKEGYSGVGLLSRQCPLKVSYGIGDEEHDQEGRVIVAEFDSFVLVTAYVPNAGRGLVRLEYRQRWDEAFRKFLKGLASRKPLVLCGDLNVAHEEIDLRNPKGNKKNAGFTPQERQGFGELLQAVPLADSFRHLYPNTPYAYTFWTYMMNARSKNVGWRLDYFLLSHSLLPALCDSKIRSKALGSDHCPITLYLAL
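0.75 nM APE1 + cpd, 15 min RT; start w/ 50 nM TAMRA/BHQ-2 THF-abasic dsDNA; kinetic fluor 525/598 nm ×3 reads @60 s; Δ(read3−read1); normalized to DMSO and NSC13755 control wells.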
TRHR ag – agonists of human TRH receptor | TRHR cells, calcium flux fluo-8, FDSS agonist mode | activation, % at 2 µM | 360,000 tested, 0.18% active; in the data active = activation above about 30%; note: 0% is about no effect
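TRHR-expressing cells, plated overnight in medium with 10% serum, were loaded with fluo-8 calcium dye at room temperature. After a 10 s baseline, library compound was pin-added and calcium release was recorded kinetically (ex 480/em 530) as agonist response.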
12-LOX inh – inhibitors of human 12S-lipoxygenase ALOX12 | P18054 | purified 12hLO, xylenol orange hydroperoxide absorbance | Potency, µM (top dose mostly 108 µM), without a hit: top-dose activity change, negative = inhibition, usual class: inhibitors | 580,000 tested, 1.1% active; note: potency is the fitted concentration of half-maximal effect; % is set by controls: 0 for no effect and ±100 for the full control effect
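Purified human 12hLO at 150 nM in 25 mM Hepes, 0.01% Triton X-100, pH 7.0, preincubated 15 min at room temperature with compound. Reaction started with 40 uM arachidonic acid, 30 min at room temperature. Hydroperoxide measured by Fe-xylenol orange, 573/405 nm absorbance ratio.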
POLI inh – inhibitors of human DNA polymerase iota; Q9UNA4; Pol iota fluorescent replication assay, 10 min; Potency, µM (highest dose often 115 µM), inactives show at the highest dose activity, negative = inhibition, usual class: inhibitors; 390,000 tested, 1% active; note: potency is the fitted concentration of half-maximal effect
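Pol iota at 10 nM preincubated 15 min with compounds at room temperature; reaction started with fluorescent substrate, 50 nM final. Fluorescence read kinetically at 0 and 10 min; buffer-only wells as negative control.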
ERG Ets-DNA blk – ERG Ets/DNA interaction inhibition | AID 624246 | 370,000 tested, 0.028% active | fluorescence polarization, His-ERG Ets domain / labelled DNA | Potency, µM (highest dose often 76.9 µM), for the others: at the highest dose FP activity, negative = inhibition, usual class: inhibitors | P11308; active = well fitted inhibition curve with a large enough effect in the polarisation, with a control signal flat; inconclusive = small, poorly fitted or top-dose-only effect, or effect the other way, or a change in a side signal; inactive = no such curve, though single readings can be large or run the other way; the % refers to the polarisation;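 note: polarization taken with two DNA probes labelled with fluorescein and Texas red; potency is the fitted concentration of half-maximal effect; % of control where 0% means no effect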
Target sequence (P11308 whole entry, looked up, the tested form may be a part): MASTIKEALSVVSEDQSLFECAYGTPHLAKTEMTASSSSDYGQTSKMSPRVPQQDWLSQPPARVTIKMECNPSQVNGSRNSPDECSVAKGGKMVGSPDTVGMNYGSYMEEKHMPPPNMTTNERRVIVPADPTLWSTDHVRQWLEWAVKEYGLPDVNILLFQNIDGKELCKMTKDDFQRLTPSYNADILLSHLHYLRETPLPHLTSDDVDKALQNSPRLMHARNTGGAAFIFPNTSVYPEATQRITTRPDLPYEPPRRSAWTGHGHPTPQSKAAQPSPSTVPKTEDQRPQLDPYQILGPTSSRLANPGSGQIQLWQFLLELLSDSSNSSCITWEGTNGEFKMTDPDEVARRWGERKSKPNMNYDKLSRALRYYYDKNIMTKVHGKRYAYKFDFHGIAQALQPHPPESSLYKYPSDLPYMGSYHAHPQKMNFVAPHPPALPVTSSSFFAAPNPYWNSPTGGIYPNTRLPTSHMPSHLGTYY
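His-tagged ERG Ets domain (1 uM in the protein solution; 300mM KCl, 50mM Tris-HCl, 1mM EDTA, 1mM DTT, pH 7.5) received compound, then a probe mix of 5 nM fluorescein-DNA and 100nM Texas-615-DNA. Fluorescence polarization was read for both dyes.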
BLM helicase inh – Bloom syndrome helicase (human) inhibition. P54132. recombinant BLM DNA unwinding, fluorescence dequenching. Potency, µM (titrated, usually from 56.1 µM), for inactives: at the highest dose activity change, negative = inhibition, hits mostly inhibitors. 350,000 tested, 0.2% active. AID 2528;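 note: potency is the fitted concentration of half-maximal effect; plate controls were vehicle for no effect and no enzyme for full effect; nearly all actives have a fitted effect of over 35% in size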
POLB inh – blocks human DNA polymerase beta activity; P06746; Pol beta primer extension/strand displacement, fluorescence kinetic; Potency, µM (titrated, usually from 114 µM), for inactives: top-dose activity change, negative = inhibition, usual class: inhibitors; 340,000 tested, 1.3% active; AID 485314; note: potency is the fitted concentration of half-maximal effect; % is set by controls: 0 for no effect and ±100 for the full control effect
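Homogeneous kinetic assay of primer extension and strand displacement by 10 nM Pol beta, preincubated 15 min at room temperature with compound before 50 nM substrate (final) was added. Read at 0 and 10 min; four-parameter Hill fit.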
POLK inh – blocks human DNA polymerase kappa activity; 400,000 tested, 0.53% active; purified Pol kappa, fluorescent DNA synthesis assay, 10 min; Q9UBT6; Potency, µM (series often up to 107 µM), for the others: top-dose activity, negative = inhibition, most hits filed as inhibitors; note: potency is the fitted concentration of half-maximal effect; % is set by controls: 0 for no effect and ±100 for the full control effect
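10 nM Pol kappa preincubated 15 min at room temperature with compounds, then reaction started with substrate at 50 nM final. Fluorescence read kinetically at 0 and 10 min; buffer-only wells served as negative control.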
Active calls of the source: *; i = inactive; ? = inconclusive; . = not tested or not shown; [ ] = remark or other dose. Unless noted, calls come from the whole dose curve; as a rule, active = well fitted curve in the direction sought with a large enough effect; inconclusive = small, poorly fitted or top-dose-only effect, or another doubt; inactive = no such curve, though single readings can be large; an effect the other way counts as inactive or inconclusive. The list is partial (hit frequency here may not be typical).

Start of the listing, in advance:
Below each compound – Anesthetic bind, APE1 inh, TRHR ag, 12-LOX inh, POLI inh, ERG Ets-DNA blk, BLM helicase inh, POLB inh, POLK inh
- COc1cccc(/C=C/C(=O)NCCc2ccc(OC)c(OC)c2)c1
  7%, 7%, -1.4, -1%, 29%, 4%, 4%, 1%, -4%
- CC(OC(=O)c1ccc(S(=O)(=O)N2CCCCC2)cc1)C(=O)Nc1ccc(C(N)=O)cc1 (configuration not stated)
  ., 38%[activator], 1.2, ?, -11%, 15%, ., ., 4%
- C#CC1(NC(=O)NCCCC)CCCCC1
  -5%, 17%, -1.0, 1%, 41%, -5%, 2%, 1%, -2%

The whole of this part, previewed entries included:
Below each compound – Anesthetic bind, APE1 inh, TRHR ag, 12-LOX inh, POLI inh, ERG Ets-DNA blk, BLM helicase inh, POLB inh, POLK inh
- COc1cccc(/C=C/C(=O)NCCc2ccc(OC)c(OC)c2)c1
  7%, 7%, -1.4, -1%, 29%, 4%, 4%, 1%, -4%
- CC(OC(=O)c1ccc(S(=O)(=O)N2CCCCC2)cc1)C(=O)Nc1ccc(C(N)=O)cc1 (configuration not stated)
  ., 38%[activator], 1.2, ?, -11%, 15%, ., ., 4%
- C#CC1(NC(=O)NCCCC)CCCCC1
  -5%, 17%, -1.0, 1%, 41%, -5%, 2%, 1%, -2%
- COC(=O)c1noc(C)c1-c1ccnn1C(=O)c1ccc(C)cc1
  5%, -2%, 2.1, i, 56%[activator], -1%, -4%, 1%, -8%
- CCn1c(SCC(=O)N2CCCC2)nc2c(c1=O)SC(C)C2 (configuration not stated)
  2%, 2%, -0.2, 2%[57.4 µM], 21%, 2%, -2%, 4%, -3%
- COc1cc(C(=S)N2CCOCC2)ccc1OC(=O)c1ccccc1C
  ?, -18%, -0.6, 0%, -6%, 0%, -19%, 9%, -10%
- NC(=NC(=O)c1ccc(OCC(F)(F)F)nc1)c1ccc(Cl)cc1
  -5%, -4%, 2.1, 0%, 38%[activator], -10%, -15%, -29%, -15%
- Cc1occc1C(=O)NNC(=O)CN1C(=O)NC(C)(c2ccccc2)C1=O (configuration not stated)
  ., -1%, 0.5, -7%, 13%, 11%, ., ., -8%
- COc1ccc(S(=O)(=O)c2c(SC)nn(CC(=O)Nc3ccc(C)c(Cl)c3)c2N)cc1
  -24%, ., 1.5, ?, 19%, 4%, -11%, -27%, -6%
- Nc1ccc(C(=O)N2CCN(S(=O)(=O)c3ccc(Cl)s3)CC2)cc1[N+](=O)[O-]
  ., 41%, 0.8, -2%, ?, 23%, ., ., 3%
- O=C(COC(=O)c1ccc(Cl)nc1)NCc1ccc(F)cc1
  ., 6%, ., 238%[activator], 14%, 1%, ., ., 2%
- Cc1cccc(NC(=O)CCS(=O)(=O)c2ccc3c(c2)n(C)c(=O)c(=O)n3C)c1C
  0%, ., -0.9, -1%, 10%, 12%, 0%, 1%, 2%
- CCOc1ccc(CCNC(=O)COC(=O)CCS(=O)(=O)c2ccc(C)cc2)cc1OCC
  ., 14%, 0.2, ?, 2%, 12%, ., ., 1%
- CSc1nc2nc3c(cc2c(=O)[nH]1)C(O)Oc1ccc(C)cc1-3 (configuration not stated)
  6%, 14%, 0.2, -26%, -15%, 9%, 0%, 47%, -1%
- Cc1cc(Cl)c(OCCOCCN2CCNCC2)c(Cl)c1
  ., ., ., ?, 13%, -1%, ., ., 6%
- O=C1NC(Cc2ccccc2)C(=O)N1Cc1ccccc1 (configuration not stated)
  ., ., ., -17%, 26%, 2%, ., ., -5%
- CCOc1ccc(OCc2ccc(C(=O)NC(C)C)o2)cc1
  -16%, -5%, -1.4, -5%, ?, 5%, -2%, 14%, -11%
- COc1ccc(NC(=O)C(=O)Nc2ccc3nc4n(c(=O)c3c2)CCCCC4)c(OC)c1
  0%, ., 0.2, 4%, 21%, 1%, -7%, -16%, -12%
- Cc1ccc(-n2c(C)nnc2SCC(=O)N(C)C2CCS(=O)(=O)C2)cc1 (configuration not stated)
  ., -19%, -0.2, 176%[activator], 51%[activator], -1%, ., ., -3%
- COc1ccccc1NC(=O)C1=C(C)Nc2c(C(=O)Nc3cccc(C)c3)cnn2C1c1ccccc1C (configuration not stated)
  -6%, ., -0.4, 0%, -8%, -5%, -7%, -14%, -4%
- CCOC(=O)N1CCN(CC(=O)c2ccc3c(c2)CCN3)CC1
  -7%, -2%, -0.7, 27%, 3%, 0%, 3%, 20%, 6%
- Brc1cccc(OCCN2CCc3ccccc3C2)c1
  -5%, -6%, 0.0, -28%, 17%, -6%, -12%, 8%, -19%
- C/C(=N/OC(=O)c1ccc(Br)cc1)c1ccc(C)cc1
  -5%, 32%, 0.3, 147%[activator], 94%[activator], -16%, -1%, 23%, -14%
- CC(C)C(=O)Nc1ccc(O)c(-c2csc(N)n2)c1
  -11%, 8%, -0.6, 0%, 17%, -3%, -10%, -1%, 2%
- Cc1cc(C(=O)COc2ncnc3sccc23)c(C)n1C1CC1
  -12%, -2%, -0.1, 8%[57.4 µM], -18%, ., 4%, 14%, -1%
- CN1CCC(OC(=O)c2cc3cc(Br)ccc3oc2=O)CC1
  -13%, -1%, 2.0, -15%, -2%, -4%, -9%, 0%, -15%
- CC(=O)Nc1nn(C)c2nc(C)cc(C)c12
  -2%, 2%, 0.6, 4%, 172%[activator], -2%, -13%, -1%, -5%
- O=C(Cn1cnc2c(nnn2Cc2ccc(Cl)cc2)c1=O)NCc1ccco1
  1%, 3%, 0.0, ?, ?, -3%, -13%, -4%, -27%
- CC1Oc2ccccc2N(CC(=O)NCCc2ccccc2)C1=O (configuration not stated)
  -7%, 5%, -0.1, 9%, 22%, -3%, -1%, -3%, -3%
- Cc1ccc(CNC(=O)c2c(C)oc3ncnc(N4CCOCC4)c23)cc1
  0%, ., 0.4, -18%, 22%, -1%, 2%, 0%, -12%
- CC(=O)Nc1ccc(NC(=O)Nc2cccc(Cl)c2)cc1
  11%, 35%, -0.1, 8%, 52%[activator], -1%, -6%, 16%, -14%
- CC(C)OCCCNC(=O)CCCn1c(SCC(=O)c2ccc(Br)cc2)nc2c(sc3ccccc32)c1=O
  -2%, ., -0.1, 9%, 26%, 1%, 2%, 21%, -3%
- Cc1cc(C)c2c(=O)cc(CSc3n[nH]c(C)n3)[nH]c2c1
  -3%, ., 0.2, -28%, 5%, -2%, 2%, 1%, -10%[60.1 µM]
- Nc1c(C(=O)NCCN2CCOCC2)c2nc3ccccc3nc2n1-c1ccc2c(c1)OCO2
  7%, -4%, -0.9, 25%, -7%, ., -2%, ?, -12%
- CC(=O)CC(=O)Nc1ccc2ccccc2c1
  -5%, 1%, 0.6, 0%, -11%, -3%, -2%, -9%, -1%
- COC(=O)c1cc(S(=O)(=O)N2CCOCC2)c(N2CCOCC2)cc1N1CCOCC1
  3%, -7%, 0.9, 13%, -8%, -6%, -3%, -8%, -15%
- CC(C)(C)NC(=O)COC(=O)c1cc(Cl)ccc1[N+](=O)[O-]
  -18%, ?, -0.5, 14%, 26%, 4%, -3%, 35%, -3%
- CCCCNC(=O)CCCCC(=O)N/N=C/c1cccc(Cl)c1
  0%, 10%, -2.8, 11%, 1%, -8%, -5%, 13%, -9%
- Cc1ccc(NC(=O)c2c([N+](=O)[O-])c(C(C)(C)C)nn2C)cc1
  -11%, -4%, 0.2, 3%, 85%[activator], 0%, -1%, 2%, -10%
- CN(C)c1nc(-c2ccc([N+](=O)[O-])cc2)cs1
  ?, 4%, 0.2, -3%, -17%, 2%, -9%, -16%, -5%
- NC(C(=O)O)C(CC(=O)O)c1ccc(Cl)cc1 (configuration not stated)
  6%, -4%, ., 1%, ., ., ., ., 3%[19.4 µM]
- CCc1ccc(NC(=O)CSc2nc3c(c(=O)[nH]2)CN(Cc2ccc(C)cc2)CC3)cc1
  16%, ., -0.7, ?, 10%, 10%, -1%, 7%, 6%
- CC(C)C(c1nnnn1Cc1ccccc1)N(Cc1ccco1)Cc1cccs1 (configuration not stated)
  12%, -3%, 0.6, 4%, ?, -7%, -9%, 0%, -11%
- Cc1ccc(C(=O)NCC(=O)Nc2ncccc2C)s1
  ., 70%[activator], -0.2, -22%, 4%, 2%, ., ., -7%
- Clc1ccc(-c2ncc3ccccn23)c(Cl)c1
  10%, 4%, 0.1, -1%, 30%, 12%, -9%, 20%, 1%
- COc1ccc(NC(=S)N2CCc3ccccc3C2)cc1OC
  -10%, 0%, 0.8, -4%, 19%, -2%, 0%, 29%, -2%
- Cc1nc2c(sc3nc(N4CCOCC4)c4c(c32)CC(C)(C)OC4)c(-c2ccc(Cl)cc2)c1C(=O)O
  -20%, 2%, -0.9, -18%, -28%, 4%, -10%, ?, -24%
- Cc1nnc(N2CCCC(C(=O)NCCc3ccc(Cl)cc3)C2)c2nn(-c3ccccc3)c(C)c12 (configuration not stated)
  0%, ., -1.1, -16%, 25%, 2%, 5%, -1%, -1%
- CCOC(=O)CC(NC(=O)c1ccco1)c1ccc(C)cc1 (configuration not stated)
  -10%, ?, -0.3, -19%, 9%, 1%, -4%, 131%, 0%
- O=C(C1CCC1)N1CCCc2cc(S(=O)(=O)Nc3ccc(F)cc3)ccc21
  -6%, ., 0.2, 5%, -4%, 0%, -9%, 16%, -6%[60.1 µM]
- CC(=O)c1ccc(NC(=O)C2CCC(CNS(=O)(=O)c3cccc4nsnc34)CC2)cc1 (configuration not stated)
  ?, ., 0.5, 4%, 25%, -1%, -5%, 11%, -5%

Source: PubChem
